# High-throughput results from PubChem BioAssay.
# Arr AP2 block = inhibitors of beta-arrestin/AP2 binding, primary screen, biochemical, GPCR trafficking, flow cytometry | beta-arrestin 1 C-terminal peptide binding to AP2 beta2-adaptin appendage (human) | FITC-arrestin peptide / GST-AP2 beads; AP2 beta2 appendage carries R879A mutation | inhibition, % at 10 µM | actives 0.31% (n = 340,000) | AID 504490, 2011;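 active = inhibition above a set limit, near 3 SD of compounds lacking own fluorescence, cut at about 54% in these data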;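 note: plate controls were DMSO wells for no effect and 5 µM unlabelled arrestin peptide for full effect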
#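 test system = AP2 appendage R879A on GSH beads | buffer or medium = PBS plus Tween 20 (0.05%) and BSA (0.1%) | incubation = 12 min plus 1 h, RT | detection = bead flow cytometry, FITC channel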
# SR-BI DiI-HDL act = activators of SR-BI mediated DiI-HDL uptake, primary screen, ldlA[mSR-BI] CHO cells, DiI fluorescence; 3 h; 100 = double the neutral-control signal; activation, % at 12.5 µM; actives 0.096% (n = 320,000);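 active = mean replicate activation of at least 60% and every replicate at or above 60%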;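 note: 0% = median plate neutral-control signal and 100% = twice that signal; values of inactives mirror those of a sister screen read the other way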
#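 material = CHO ldlA[mSR-BI] cells | medium = Ham's F12 with 0.5% BSA, HEPES 25 mM, pH 7.4 | reagent = fluorescent DiI-HDL, 10 µg/mL final | compound dosing = single-point compound dose | incubation = 3 h, 37 °C | measured by = bottom-read fluorescence, 550/595 nm | measure = HDL uptake via cellular fluorescence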
# Pemphigus Ab inh = inhibitors of pemphigus antibody binding to DSG3, primary screen, biochemical, bead-based, flow cytometry, scFv-GFP. Desmoglein-3 (Homo sapiens), P32926. DSG3-coupled beads, scFv-anti-DSG3-GFP binding; active compounds read low. binding (percent of control), % at 10 µM. actives 0.48% (n = 310,000);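 active = binding more than 3 SD below its plate's average and above zero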;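 note: hits lower antibody fragment binding to DSG3; some compounds called inactive have numbers as strong as hits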
# SR-BI HDL uptake = inhibitors of SR-BI mediated HDL lipid uptake, primary screen, ldlA[mSR-BI] cells, fluorescence, single point | Scavenger receptor class B member 1 (Mus musculus), Q61009 | ldlA[mSR-BI] CHO cells, DiI-HDL uptake fluorescence, 3 h | inhibition, % at 12.5 µM | actives 0.96% (n = 320,000) | AID 488896, 2010;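 active = mean replicate inhibition of at least 70% and a set share of replicates each scoring 70 or more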;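 note: 0% = median of neutral control wells and 100% = median of positive control wells; values of inactives mirror those of a sister screen read the other way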
# PKA-R1A act = activators of PKA-R1A holoenzyme, primary screen, biochemical, fluorescence polarization, Cy5-IP20, bovine R1A, mouse PKAc; PKA-R1A dissociation; scaled: DMSO 0%, 113 µM cGMP 100%; activation, % at 11.4 µM; actives 0.083% (n = 340,000);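 active = percent activation above the mean of all tested compounds plus 3 SD, cut at about 19% in these data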;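 note: higher means more PKAc released from R1A so a rise in polarization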
# dFosB activator = activators of delta FosB homodimer, primary screen, biochemical, fluorescence polarization, TAMRA-CDK5 oligo, single point; Protein FosB (Mus musculus), P13346; purified delta FosB; percent of positive-control signal above neutral wells; activation, % at 25 µM; actives 0.99% (n = 340,000); AID 493131, 2011;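 active = mean activation above about 17%, with every replicate also reaching it, limit read from the data, passing the limit was not always enough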;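 note: fluorescence polarization rise as delta FosB binds a TAMRA Cdk5 AP-1 oligo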
# Target sequence (P13346 whole entry, looked up): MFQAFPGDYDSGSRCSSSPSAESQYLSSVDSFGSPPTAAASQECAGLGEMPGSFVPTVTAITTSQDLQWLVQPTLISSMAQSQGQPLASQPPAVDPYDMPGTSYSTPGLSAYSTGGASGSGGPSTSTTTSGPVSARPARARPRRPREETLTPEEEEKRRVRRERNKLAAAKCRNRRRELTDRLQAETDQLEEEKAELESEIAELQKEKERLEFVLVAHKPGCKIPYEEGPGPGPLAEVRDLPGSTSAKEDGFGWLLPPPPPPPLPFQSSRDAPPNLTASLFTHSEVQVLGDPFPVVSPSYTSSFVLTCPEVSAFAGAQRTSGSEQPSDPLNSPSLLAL
# CDK5 p35 inh = inhibitors of human CDK5/p35 kinase, primary screen, biochemical, single concentration | Cyclin-dependent kinase 5 (Homo sapiens) + Cyclin-dependent kinase 5 activator 1 (Homo … | Recombinant CDK5/p35, ADP-Glo luminescence, 60 min | inhibition, % at 10 µM | actives 0.01% (n = 330,000) | AID 488839, 2010;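 active = highest replicate inhibition of at least 50% and at least 75% of replicates reaching 50%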;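 note: plate controls were DMSO neutral control for no effect and GW8510 at 10 µM for full effect; many of its hits are not listed in these tables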
# Target sequence (Q00535 whole entry, looked up): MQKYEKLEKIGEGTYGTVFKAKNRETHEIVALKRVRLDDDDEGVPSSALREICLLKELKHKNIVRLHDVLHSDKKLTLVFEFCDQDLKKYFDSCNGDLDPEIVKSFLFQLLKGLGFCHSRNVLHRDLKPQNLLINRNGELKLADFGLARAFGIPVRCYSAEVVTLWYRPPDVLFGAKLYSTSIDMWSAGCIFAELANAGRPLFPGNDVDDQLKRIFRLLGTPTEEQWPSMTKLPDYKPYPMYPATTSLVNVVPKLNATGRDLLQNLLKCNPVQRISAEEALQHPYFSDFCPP
# Target sequence (Q15078 whole entry, looked up): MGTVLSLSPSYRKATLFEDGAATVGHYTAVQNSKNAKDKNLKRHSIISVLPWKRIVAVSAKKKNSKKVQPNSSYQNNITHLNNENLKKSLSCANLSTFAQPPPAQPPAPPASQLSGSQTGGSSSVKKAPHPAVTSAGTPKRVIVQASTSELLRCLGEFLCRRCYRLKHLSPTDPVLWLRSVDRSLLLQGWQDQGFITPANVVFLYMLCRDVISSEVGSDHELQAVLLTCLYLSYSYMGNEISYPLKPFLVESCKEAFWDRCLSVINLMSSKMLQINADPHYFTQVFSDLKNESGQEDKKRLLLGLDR
# SUMO Mot1 rescue = yeast Mot1-301 growth rescue at high temperature, primary screen, SUMOylation pathway inhibitor project, S. cerevisiae, ATP luminescence, 38.5C; S. cerevisiae Mot1-301 growth rescue; percent above DMSO median, 100 means doubled; growth rescue, % at 18.8 µM; actives 1% (n = 320,000); AID 2716, 2010;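 active = every valid replicate shows activation above 250% relative to neutral control wells; inactive = the rest, any valid replicate at or below 250%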;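 note: OY570 slx delta 5 strain wells were the positive control but not used for scaling; some compounds called inactive have numbers as strong as hits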
# MITF act = activators of MITF-driven TRPM1 promoter reporter, primary screen, cell-based, SK-MEL-5, luciferase, single point; activation, % at 12.5 µM; AID 588334, 2011; actives 0.75% (n = 300,000); SK-MEL-5 TRPM1-promoter luciferase, 24 h; % of positive control, neutral wells = 0;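 active = mean activation of at least 80% with every replicate also reaching 80%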;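 note: 0% = neutral control wells and 100% = parthenolide positive control wells; values of inactives mirror those of a sister screen read the other way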
# NSD2 HMT inh = NSD2 histone methyltransferase inhibitors, primary screen, biochemical, AlphaScreen, single concentration, set 2; Histone-lysine N-methyltransferase NSD2 (Homo sapiens), O96028; NSD2 peptide methylation, 120 min; inhibition, % at 12.5 µM; actives 0.54% (n = 310,000); AID 743445, 2014; in the data active = inhibition above about 50%
# PKA-R2B act = activators of PKA-R2B holoenzyme, primary screen, biochemical, fluorescence polarization, Cy5-IP20, human; actives 0.079% (n = 340,000); cAMP-dependent protein kinase catalytic subunit beta (Homo sapiens) + cAMP-dependent …; PKA-R2B holoenzyme dissociation; R2B truncated from residue 108, S112A mutant; 0% DMSO only, 100% 113 µM cGMP; activation, % at 11.4 µM;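 active = activation above a cutoff set at the mean over all compounds plus 3 SD, cut at about 18% in these data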;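 note: higher means more holoenzyme dissociation and a rise in polarization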
# * marks the source's active call; other numbers are inactive results; x = not tested or not shown.
SMILES,Arr AP2 block,SR-BI DiI-HDL act,Pemphigus Ab inh,SR-BI HDL uptake,PKA-R1A act,dFosB activator,CDK5 p35 inh,SUMO Mot1 rescue,MITF act,NSD2 HMT inh,PKA-R2B act
C=CCSc1nnc(NC(=O)CSCc2c(C)noc2C)s1,40,2,x,-2,-7,-8,-0.1,0,10,-1,-2
Cc1nc(Cl)c(C(=O)NC(C)(C)C)c(C)c1Cl,12,17,111,-17,-3,-3,-0.9,2,0,0,-5
CCCCn1cnc2c(SCc3ccc([N+](=O)[O-])cc3)nc(N)nc21,4,-11,118,11,-2,-5,1.0,x,2,-2,-7
CCOc1ccc(Cc2noc3c2C(=O)CCC3)cc1OCC,-44,10,112,-10,-11,-3,1.0,-6,-4,-3,0
Cc1nc2ccc(C(=O)OCc3nnc(-c4ccccc4)o3)cc2nc1C,5,37,98,-37,-5,-20,1.7,x,-2,-5,-5
O=C(COC(=O)COc1ccc(Cl)cc1)NCc1ccc2c(c1)OCO2,-12,9,x,-9,-3,2,0.9,46,0,-7,6
O=C(CCn1c(=O)oc2ccccc21)NCCCN1CCCC1=O,0,-16,109,16,-5,3,0.1,4,4,x,-1
O=C(O)c1cc(N2C(=O)C3CCCCC3C2=O)ccc1NCc1cccnc1 (centres undefined),2,5,107,-5,-11,1,0.3,5,-2,10,0
CN1CCCN(C(=O)c2cc(-c3cccc4ccccc34)nc3ccccc23)CC1,4,-10,88,10,-3,-6,1.7,16,8,9,-1
CCOc1ccc(C2C(C#N)=C(N)Oc3nc[nH]c(=O)c32)cc1OC (centres undefined),22,-17,108,17,1,1,-0.2,334*,1,2,-12
CCC(NC(=O)NC1CCCCC1)c1ccccc1 (centres undefined),-7,9,106,-9,2,-4,0.4,9,-5,0,-3
CCn1cc(CNC(=O)c2cccc([N+](=O)[O-])c2)cn1,4,10,105,-10,7,0,0.1,2,-11,-2,-6
CCOC(=O)N1CCN(C(=O)Nc2cccc(Cl)c2)CC1,0,-31,96,31,-4,-5,-0.8,2,6,-2,-5
Cn1c(N2CCOCC2)c(/C=N/OC(=O)c2cccnc2Cl)c2ccccc21,1,28,80,-28,0,-2,1.7,x,-8,1,-6
Nc1cc2c(cc1Br)-c1c(C(=O)O)cccc1C2O (centres undefined),-9,15,104,-15,6,-7,-0.6,x,11,-1,2
O=C(c1cc(-c2ccc(F)cc2)no1)N1CCN(Cc2ccc3c(c2)OCO3)CC1,-3,-11,112,11,-4,-16,0.6,89,3,x,-11
COc1cc(C(=O)c2ccccc2)c(OC)cc1C(=O)Nc1ccc(O)cc1,-5,-40,89,40,-3,-7,0.4,57,-1,3,-1
Cc1cccc(N2CCN(CC(=O)N(C)Cc3ccccc3)CC2C)c1 (centres undefined),-2,-3,103,3,-8,-8,-0.8,-7,-6,0,-14
CCCCNC1c2ccccc2C(=O)N1Cc1ccccc1 (centres undefined),27,13,110,-13,0,-1,0.4,-13,-5,-6,3
S=c1[nH]c2cc(Br)cnc2[nH]1,-2,19,111,-19,-1,0,13,-22,x,1,7
Cc1ccc2nc(CSc3nnc(-c4ccncc4)n3C)cc(=O)n2c1,-8,31,95,-31,1,-4,-1.4,-9,-7,5,-5
CC(C)(C)N1CC(COc2ccccc2)OC1=O (centres undefined),2,-6,97,6,10,-2,0.0,239,x,0,-1
Cc1ccc(/C=N/Nc2ncnc3nc[nH]c23)cc1,44,x,102,x,-6,9,20,3,74,-5,-5
CC(c1ccccc1)n1cc(C(=O)NCc2ccncc2)nn1 (centres undefined),-2,-20,61,20,-17,-1,-0.6,-1,-7,1,-12
O=C(c1cccc(Br)c1)N1CCN(C(=O)c2cccc(Br)c2)CC1,-2,-28,104,28,8,-4,2.0,1,x,-1,-3
COc1ccc(CNC(=O)C2CC(c3cccc([N+](=O)[O-])c3)=NO2)cc1 (centres undefined),-1,-2,110,2,-4,-2,0.0,-1,49,x,3
Nc1nonc1-c1noc(-c2ccccc2)n1,6,13,102,-13,5,4,0.3,9,37,3,-2
COc1ccc(CCC(=O)OC(C)C(=O)c2ccc(C)cc2)cc1 (centres undefined),24,15,114,-15,-4,8,-0.4,10,5,-7,0
O=C1c2ccccc2C(=O)N1CCOc1ccccc1,4,-6,106,6,3,-6,0.5,-8,x,-5,-4
NC(=O)c1ccccc1NC(=O)c1ccc2c(c1)OCO2,-9,-6,101,6,-11,-3,0.1,700*,x,-2,-2
COc1ccc(S(=O)(=O)Cc2ccc(C(=O)NCCc3cc(OC)ccc3OC)o2)cc1,8,x,100,x,6,-15,0.4,-29,-6,1,16
CCOC(=O)c1c(-c2ccc(C)cc2)csc1NC(=S)NC(=O)c1ccccc1,4,-2,99,2,7,-6,-0.1,-23,x,2,7
COc1ccc2oc(C(=O)OCC(=O)NCCc3ccccc3)c(C)c2c1,4,-6,95,6,-15,6,0.6,137,3,-3,0
COC(=O)CCC(=O)c1oc2ccc(OC)cc2c1N,0,9,100,-9,3,0,3.1,-8,109*,-1,4
CN(C)c1nnnn1Cc1ccccc1,x,19,105,-19,-8,6,0.6,-6,-7,x,0
COC(=O)c1ccccc1-n1c(CCC(=O)O)ccc1-c1ccccc1,-5,6,100,-6,-3,-1,0.3,-9,3,-2,-10
Cc1nc2sc(C(c3ccc(Cl)cc3)N3CCN(c4ccccc4F)CC3)c(O)n2n1 (centres undefined),-10,8,84,-8,2,-19,0.2,607,-2,x,-20
Cn1c(Cn2nnc3ccccc32)nnc1SCC(=O)c1ccccc1F,5,5,93,-5,7,-2,-4.1,5,4,-2,-5
CC(NC(=O)[C@H](C)NC(=O)c1ccco1)c1ccc(S(N)(=O)=O)cc1 (some centres undefined),17,6,99,-6,6,-4,-0.8,1,3,0,-10
CSc1ccc(CN2CCCCCC2)cc1,-3,-17,99,17,-1,0,-0.3,4,-9,-3,7
Cn1c(=O)cc(OCCCC(=O)NCc2ccccn2)c2ccccc21,26,10,99,-10,-10,-4,-1.5,-1,x,-1,2
CCOC(=O)c1sc2ccc(S(=O)(=O)N3CC(C)CC(C)C3)cc2c1N (centres undefined),4,-14,109,14,-4,-10,-1.8,x,-6,-2,3
CCOC(=O)N1CCN(C(=O)c2ccc(OC)cc2)CC1,-32,2,89,-2,-9,-8,-1.9,-2,-7,-3,-2
CCC(CC)c1nnc(NC(=O)CCS(=O)(=O)Cc2ccccc2)s1,1,6,110,-6,11,-15,1.3,2,-1,61*,6
O=C(COC(=O)c1cccnc1)NC1CCCc2ccccc21 (centres undefined),-12,-6,x,6,0,-7,0.0,x,-12,-2,-2
CC[n+]1ccc2cc(OC)c(OC)cc2c1Cc1ccc(OC)c(OC)c1,-10,-8,102,8,3,-3,0.3,-4,-17,x,-4
CCC(=O)N(Cc1ccco1)Cc1cc2cc3c(cc2[nH]c1=O)OCO3,13,13,x,-13,-9,-2,-2.0,-10,-7,x,3
Cc1ccc(NC(=S)c2ccncc2)cc1,3,27,97,-27,2,4,0.6,20,2,-2,-4
COc1ccc(C)cc1NC(=O)CN1C(=O)COc2ccc(C)cc21,14,-19,104,19,-2,-8,-2.3,2,8,-1,3
C=CCC1(C)C(=O)N(c2ccccc2)c2ccccc21 (centres undefined),4,-13,110,13,2,-1,1.4,0,6,3,-4
OCC[C@@H]1C[C@@H](O)[C@H](O)[C@]2(CCCO2)O1,0,16,103,-16,3,-12,0.2,15,5,x,-10
COc1ccc(OC)c(Nc2nc(N(C)c3ccccc3)nc(N)c2[N+](=O)[O-])c1,17,-27,94,27,2,-3,-0.1,-16,-16,1,-6
Cc1ccc(/C=N/NC(=O)c2ccc(Cn3cc([N+](=O)[O-])cn3)o2)cc1,4,-8,92,8,-13,0,x,-13,-6,20,-2
CCN1CCN(C(=O)C(=O)c2cn(CC(=O)N3CCCCCC3)c3ccccc23)CC1,24,12,x,-12,2,-19,-0.4,1,-5,3,-10
Cc1[nH]c2ccccc2c1/C=N/NC(=O)c1cc(C(C)C)[nH]n1,10,x,x,x,-9,-8,0.2,6,x,0,0
c1ccc(Nc2nc(N3CCCC3)nc(N3CCOCC3)n2)cc1,11,-66,98,66,7,-3,-0.7,9,21,x,5
Cc1cc(C)c(C)c(Oc2ncnc(N)c2[N+](=O)[O-])c1,7,3,x,-3,-9,0,1.3,82,19,-2,-2
COc1ccc(/C=C(\NC(=O)c2ccc(C)cc2)C(=O)NCCCN2CCOCC2)cc1OC,-3,x,x,x,-9,-1,-2.2,108,2,x,-6
CCN(CC)CCN(C(=O)C1=COCCO1)c1nc2cc(C)cc(C)c2s1,28,10,x,-10,7,-27,0.8,38,25,9,0

# Compound profiles, from the list above. Order of screens: Arr AP2 block | SR-BI DiI-HDL act | Pemphigus Ab inh | SR-BI HDL uptake | PKA-R1A act | dFosB activator | CDK5 p35 inh | SUMO Mot1 rescue | MITF act | NSD2 HMT inh | PKA-R2B act
# CCOC(=O)c1c(-c2ccc(C)cc2)csc1NC(=S)NC(=O)c1ccccc1 in the list: 4 | -2 | 99 | 2 | 7 | -6 | -0.1 | -23 | x | 2 | 7
# CCOC(=O)c1sc2ccc(S(=O)(=O)N3CC(C)CC(C)C3)cc2c1N (centres undefined) in the list: 4 | -14 | 109 | 14 | -4 | -10 | -1.8 | x | -6 | -2 | 3
